Screens deposited in PubChem BioAssay by The Scripps Research Institute Molecular Screening Center.
CHO parental Ca: counter-screen: ATP calcium response change in parental CHO cells; parental CHO-K1, ATP-induced calcium, Fluo-8 fluorescence; inhibition, % at 5.6 µM; 330,000 compounds, 0.63% hits; AID 463079;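 active means inhibition above that plate's mean sample inhibition plus 3 SD, cut at about 26% in these data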;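 further: 0% = ATP-challenged DMSO wells and 100% = DMSO wells without ATP; some compounds past the cut are filed as inactive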
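Measured by: calcium-sensitive Fluo-8 fluorescence / Test system: CHO parental line / Controls: ATP-challenged DMSO wells low, unchallenged DMSO wells high / Measure: % inhibition / Compound: single nominal dose of 5.6 µM per compound / Replicates: single well per compound, no replicates / Reagent: ATP as calcium-mobilizing challenge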
V1aR counter: V1a receptor agonism, counter-screen for OXTR agonists. P37288. CHO-V1R cells, Fluo-8 calcium fluorescence, agonist mode; 0% DMSO, 100% 3 nM vasopressin. activation, % at 3 µM. 320,000 compounds, 0.25% hits. AID 2797;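 active means activation above the mean activation of all tested compounds plus 3 SD, per screening run, cut at about 20% in these data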;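 further: signal is peak over basal fluorescence ratio across a 100 second FLIPR read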
Target sequence (P37288 whole entry, looked up): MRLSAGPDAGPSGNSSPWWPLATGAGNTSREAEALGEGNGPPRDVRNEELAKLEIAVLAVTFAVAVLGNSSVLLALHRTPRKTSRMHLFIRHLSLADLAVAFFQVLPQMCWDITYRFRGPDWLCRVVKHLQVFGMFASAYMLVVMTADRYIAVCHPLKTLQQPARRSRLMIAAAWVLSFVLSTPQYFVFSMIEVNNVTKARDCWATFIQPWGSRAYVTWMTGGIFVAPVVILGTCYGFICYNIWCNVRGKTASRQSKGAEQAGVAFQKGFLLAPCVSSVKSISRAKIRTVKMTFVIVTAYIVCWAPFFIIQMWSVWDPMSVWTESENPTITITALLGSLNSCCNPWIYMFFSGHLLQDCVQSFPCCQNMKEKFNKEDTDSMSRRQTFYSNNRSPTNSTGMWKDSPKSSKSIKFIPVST
OXTR potentiator: human OXTR potentiation. P30559. CHO-OTR cells, Fluo-8 calcium fluorescence, potentiator mode; 0% = oxytocin EC15, 100% = EC100. activation, % at 3 µM. 320,000 compounds, 0.061% hits. AID 2445;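 active means activation above that plate's cutoff, the mean activation of tested compounds plus 3 SD, cut at about 6.6% in these data, passing the limit was not always enough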;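 further: 100% uses oxytocin at 75 nM as the full agonist control; some results filed as inactive read as strong as hits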
Target sequence (P30559 whole entry, looked up): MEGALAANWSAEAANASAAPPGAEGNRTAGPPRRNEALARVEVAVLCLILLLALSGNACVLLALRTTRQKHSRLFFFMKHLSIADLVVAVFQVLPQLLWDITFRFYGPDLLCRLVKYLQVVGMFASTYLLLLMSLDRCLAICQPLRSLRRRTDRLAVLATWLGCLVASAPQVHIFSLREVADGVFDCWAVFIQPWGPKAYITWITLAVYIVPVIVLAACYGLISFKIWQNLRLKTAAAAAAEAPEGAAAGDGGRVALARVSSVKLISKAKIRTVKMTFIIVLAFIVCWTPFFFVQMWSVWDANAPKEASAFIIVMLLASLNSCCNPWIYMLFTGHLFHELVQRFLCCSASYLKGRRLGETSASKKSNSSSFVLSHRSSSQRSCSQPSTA
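Dosing: Single dose, 3.0 µM nominal final compound concentration | Material: Human OTR in CHO cells | Technique: Kinetic Fluo-8 calcium fluorescence | Benchmarks: EC15 oxytocin alone as 0%, 75 nM oxytocin as 100% | Probe or stimulus: Oxytocin at about EC15, sub-maximal agonist stimulus | Incubation: Compound 6 min at room temperature before oxytocin, 100 s read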
M1 PAM parental: counter-screen for M1 PAMs: effect in parental CHO-K1 cells. 360,000 compounds, 0.02% hits. ATP EC20, Fluo-8 calcium fluorescence; 0% at ATP EC20, 100% at ATP max. activation, % at 3 µM;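 active means activation above the run cutoff, the mean activation of all test compounds plus 3 SD, cut at about 40% in these data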;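 further: peak over basal fluorescence ratio in a 140 s read after ATP addition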
GPR7 antagonist: blocks human GPR7 receptor signaling. inhibition, % at 4.4 µM. 290,000 compounds, 1.1% hits. GPR7-expressing cells, fluorescence antagonist assay. AID 1861; in the data active means inhibition above about 16%, passing the limit was not always enough;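 further: cells stimulated with the agonist NPW; 0% = agonist with vehicle and 100% = vehicle without agonist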
OXTR agonist: activates the human oxytocin receptor; AID 2435; activation, % at 3 µM; 320,000 compounds, 0.32% hits; CHO-OTR cells, Fluo-8 calcium fluorescence; normalized: DMSO 0%, oxytocin 100%;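 active means activation above the mean of all tested compounds plus 3 SD, cutoff set per screening run, cut at about 20% in these data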;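 further: peak over basal fluorescence ratio from a 100 s FLIPR kinetic read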
CHO-K1 Ca antag: counter-screen for M1 antagonists: effect in parental CHO-K1 cells; ATP-induced calcium, Fluo-8 fluorescence; 360,000 compounds, 0.6% hits; AID 602250; inhibition, % at 3 µM;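 active means inhibition above a per-plate cutoff, the plate's mean sample inhibition plus 3 SD, cut at about 24% in these data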;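 further: 0% = DMSO plus EC80 ATP and 100% = DMSO alone without ATP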
CHO-K1 Ca ag: M1 agonist counterscreen hit in parental CHO-K1 cells; activation, % at 3 µM; 360,000 compounds, 0.48% hits; Fluo-8 calcium fluorescence; scaled to maximal ATP response, vehicle zero; in the data active means activation above about 15%;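 further: untransfected CHO-K1 host cells lacking M1 receptor as counterscreen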
TAAR1 antag: human TAAR1 antagonism. Q96RJ0. CHO RD-HGA16 TAAR1, Fluo-8 calcium fluorescence, antagonist. inhibition, % at 3 µM. 360,000 compounds, 1.5% hits. AID 624466;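 active means inhibition above a per-plate cutoff, the mean inhibition of test compounds on that plate plus 3 SD, cut at about 49% in these data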;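 further: 0% = DMSO plus EC80 beta-PEA response and 100% = DMSO alone without agonist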
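Test system: CHO RD-HGA16 cells bearing hTAAR1 | Reagent: β-PEA, EC80 | Compound dosing: 3 µM, single point | Schedule: Dye loading 75 min at 37 °C, then 30 min room temperature | Signal: Calcium fluorescence with Fluo-8 | Evaluation: Percent inhibition of PEA-evoked calcium signal, max/basal emission ratio | Control set: DMSO-only wells and EC80 β-PEA-stimulated wells | Repeats: Singlicate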
Active calls of the source: *; . = not tested or not shown.

mol,GPR7 antagonist,CHO-K1 Ca antag,OXTR potentiator,V1aR counter,M1 PAM parental,CHO parental Ca,CHO-K1 Ca ag,TAAR1 antag,OXTR agonist
CCOC(=O)c1cc(Cl)c2c(ccc3ccccc32)n1,.,-7.5,.,.,14.1,.,0.7,-2.6,.
Cc1cccc2c1NC(=O)C21N2CCCC2C(C(=O)c2ccc3ccccc3c2)C12C(=O)Nc1ccccc12 (stereo unspecified),6.5,.,-2.8,-0.4,.,-5.3,.,.,-0.1
O=C(Nc1ccc(F)cc1F)Nc1csc2ccccc12,-14.5,16.4,-12.2,1.2,-18.4,-2.3,7.4,-10.0,-0.5
CCOC(=O)C/C(C)=N\Nc1ccc([N+](=O)[O-])cc1[N+](=O)[O-],3.0,2.5,-14.4,8.0,10.6,-9.6,7.1,21.2,11.6
CCN=C1SC(CC(=O)Nc2ccc(C)cc2)C(=O)N1CC (stereo unspecified),-15.8,-0.8,-18.7,-1.0,6.9,-17.0,4.6,57.5*,-1.4
CCOC(=O)CSc1nc2ccccc2c(=O)n1-c1ccc(C(=O)NCCOC)cc1,-5.3,-6.9,-4.3,-0.1,6.7,5.4,0.1,10.5,0.4
CC(=O)c1ccc(N2CCN(C(=O)COc3ccccc3F)CC2)c(F)c1,4.2,1.9,-4.5,6.5,12.6,8.2,6.8,15.6,6.4
Cc1cc(C(=O)Nc2ccccc2C(=O)O)ccc1NC(=O)COc1cccc([N+](=O)[O-])c1,6.6,-6.5,-16.2,3.4,17.0,-11.7,9.4,-13.3,-0.8
O=C(NCc1cccs1)NC1CCCCC1,5.7,-0.1,-10.3,-0.1,16.2,-9.2,0.1,-12.3,-0.5
O=C(NCC1(N2CCCCC2)CCCCC1)c1ccc(S(=O)(=O)N2CCCC2)cc1,1.3,-15.0,1.4,0.5,19.7,-14.3,-0.7,-12.9,0.9
CCCCOC(=O)Nc1ccc(N2CCCCC2)cc1,-3.5,-3.5,-2.7,4.9,11.6,-9.6,0.1,-14.2,-1.8
COCCNc1nc(-c2ccc(Cl)cc2C)c2sccc2n1,.,-5.3,.,.,-5.1,.,0.0,22.6,.
CCN(CC)c1nc(C(N)=O)cc(-c2ccccc2)n1,-8.3,0.3,-3.5,-0.5,-2.0,-17.1,-0.1,5.8,-2.7
Cc1cc(C(=O)N(C)CC(=O)Nc2cccc(F)c2)no1,.,5.2,-3.4,-0.3,-15.1,3.3,-0.2,-7.6,1.1
COc1ccc(NC2=CC(=O)CC(c3ccc(C)cc3)C2)c(OC)c1 (stereo unspecified),18.6,5.3,-6.1,-2.0,-3.6,-18.6,0.1,13.7,-0.9
COc1ccc(-n2c(Cc3cccn3C)nnc2SCC(=O)N2CCOCC2)cc1,-10.5,3.8,3.4,0.0,15.3,-13.9,0.0,-13.4,0.6
O=C(Nc1ncc(S(=O)(=O)c2ccc([N+](=O)[O-])cc2)s1)c1cccnc1,-6.7,-1.8,-17.5,5.7,-1.5,-7.2,7.8,16.0,10.5
COc1ccc(-c2csc(CCn3nc(C)cc3C)n2)cc1,2.3,-8.5,-4.0,2.3,14.2,-14.1,3.7,-2.1,2.4
c1cncc(-c2nn[nH]n2)c1,2.0,-6.2,-11.2,-0.1,10.8,4.2,0.4,-20.5,-0.1
O=C(O)CP(=O)(O)O,-8.7,5.3,-2.5,1.2,4.4,-7.7,0.5,-8.1,1.2
COc1ccc(S(=O)(=O)NCc2ccc(C(=O)N(C)Cc3ccco3)cc2)cc1,-2.8,-15.7,-4.3,0.6,9.8,-2.0,2.5,18.4,0.2
O=C(Nc1ccccn1)C1CCN(S(=O)(=O)c2ccc3c(c2)OCCCO3)CC1,.,5.9,-12.1,2.1,-11.0,10.0,0.3,-18.6,0.3
COc1ccc(C(=O)c2ccc(C)cc2)c(OC)c1OC,.,-6.9,.,.,2.4,.,-0.3,-14.0,.
Oc1ccc(Nc2nc(-c3ccccc3)nc3ccccc23)cc1,-6.1,13.3,-6.2,-0.5,-17.8,6.2,2.8,.,0.3
Cc1ccc(C(=O)Oc2ccc(Cl)c3cccnc23)cc1[N+](=O)[O-],-2.1,-1.5,-7.2,0.0,6.4,-1.6,0.1,5.0,0.1
CCCCCn1c(CN2CCN(Cc3ccccc3)CC2)nc2c1c(=O)n(C)c(=O)n2C,-6.5,-6.7,2.2,-1.2,26.5,-28.9,0.7,-1.2,-1.3
COc1cccc(/C=C2\SC(N3CCC(C)CC3)=NC2=O)c1OC,6.8,-8.4,-2.4,0.0,6.3,-7.6,0.9,-2.3,-1.2
O=C(N/N=C/c1c[nH]c2ccccc12)c1cccs1,-7.9,4.8,-0.4,0.9,-20.8,-0.6,0.1,20.8,2.2
COc1ccc(C(=O)OCC(=O)NC23CC4CC(CC(C4)C2)C3)c(O)c1,.,2.0,.,.,1.2,.,2.5,19.3,.
COc1cc(OC)cc(C(=O)Nc2ccc(C(=O)NCC3CCCO3)cc2)c1 (stereo unspecified),-10.3,-4.2,-2.1,0.6,5.7,-7.3,1.7,7.2,0.0
Cc1ccc([C@H]2C[C@@H](n3cc(-c4ccc(F)cc4)nn3)[C@H](O)CN2Cc2cccs2)cc1,.,0.5,.,.,-5.4,.,-0.3,-2.1,.
CCCn1c(SCC(=O)NCc2ccc(Cl)cc2)n[nH]c1=O,-10.3,-4.0,-3.2,0.2,-5.5,-3.5,-0.2,-12.5,0.1
c1ccc(COc2ccc(CNCc3cccs3)cc2)cc1,-3.9,-7.2,-3.7,6.4,22.1,-2.4,11.7,-6.3,4.5
COc1ccc(CNC(=O)C2CC(c3ccc(OC)cc3)=NO2)cc1 (stereo unspecified),2.9,-5.2,-3.6,1.7,16.0,-3.1,1.2,1.4,1.9
O=C(/C=C/c1ccco1)NC1CCCC1,-9.8,-12.3,-11.4,-1.3,13.2,2.1,0.5,13.9,-1.1
COc1ccc(Cl)cc1NS(=O)(=O)c1cccc(C(=O)NCC2(N(C)C)CCCCC2)c1,2.6,3.5,.,.,-13.7,.,1.5,-17.2,.
CCCOc1ccc(C=Nc2ccc(OC)c(S(=O)(=O)N3CCOCC3)c2)c(O)c1,.,-1.1,9.9,-0.3,9.2,-8.0,0.2,-7.3,0.6
CNC(=O)CSc1nc2cccnc2n1C1CCCCC1,-20.5,2.0,2.8,0.3,8.1,-15.0,0.0,-21.9,-2.1
Cc1ccc(C(=O)CSc2nc(-c3ccccc3)cc(=O)[nH]2)cc1,-7.5,-8.6,-4.1,-1.4,6.4,-6.3,-0.1,-1.2,-2.1
COc1ccc(C(=O)NCC(=O)N/N=C/C(C)=C/c2ccco2)cc1OC,-4.2,23.1,1.0,-0.1,-13.0,-15.2,0.1,7.5,0.1
NS(=O)(=O)c1ccc(NC(=O)COC(=O)Cc2ccc(Cl)cc2)cc1,4.0,-18.9,-16.6,1.3,28.4,1.5,1.9,0.2,1.9
CC(C)CCOc1ccc(C2(C)NC(=O)N(CN3CCOCC3)C2=O)cc1 (stereo unspecified),12.5,-3.2,-27.7,10.7,-4.2,11.7,1.0,.,10.6
COc1cc(N2CCCC2)ccc1C=O,-1.8,-14.0,0.8,-0.3,-3.6,-2.0,1.1,-5.1,-0.5
Cc1cc(C)c(NC(=O)CN(C)C(=O)CCN2C(=O)C3CCCCC3C2=O)c(C)c1 (stereo unspecified),.,-12.8,.,.,15.2,.,0.7,9.2,.
CCOc1ccc(CCNS(=O)(=O)c2ccc3c(c2)NC(=O)CO3)cc1OCC,-4.1,-6.3,-4.9,0.9,8.8,-10.1,0.6,-16.4,0.6
O=C(NC(=S)Nc1cc(C(F)(F)F)ccc1N1CCOCC1)c1ccc(-c2cccc(Cl)c2)o1,-17.4,-2.6,-6.1,0.0,13.7,-1.6,-0.4,-10.1,-1.3
CCCC(NC(=O)C(C)Sc1nnnn1C1CC1)c1ccccc1 (stereo unspecified),.,-8.7,-5.2,-0.4,-4.8,-24.2,1.4,4.2,-0.9
CC1(C)CC(NS(=O)(=O)c2cccc3ccccc23)CC(C)(C)N1,-16.2,-3.6,-6.1,3.1,1.8,-12.0,0.6,-9.8,-0.4
COc1ccc(OC)c(NC(=O)c2sc3nc(Cc4ccccc4)cc(C(F)(F)F)c3c2N)c1,-9.0,-8.6,-1.1,1.1,19.4,3.7,1.3,2.8,0.3
COc1ccc(N(C(=O)c2ccccc2OC(C)=O)C(C)C2CC2)cc1 (stereo unspecified),-14.3,-7.7,-1.8,-0.1,11.4,-12.0,0.1,-5.9,-1.2
COc1ccc(NC(=O)c2cc(S(=O)(=O)N3CCOCC3)ccc2C)cc1S(=O)(=O)N1CCOCC1,.,-2.1,-2.2,0.5,3.0,-16.0,1.0,14.0,0.9
CC(C)c1ccc(NC(=O)c2ccccc2NC(=O)C2CC=CCC2C(=O)O)cc1 (stereo unspecified),-2.9,-2.6,.,.,11.6,.,0.2,-23.9,.
CC1Oc2ccccc2C=C1C1/C(=C(/O)c2ccccc2)C(=O)C(=O)N1CCCN(C)C (stereo unspecified),-9.0,-14.3,-1.1,-0.4,23.1,-4.4,0.8,4.2,-0.3
Cc1ccc(-c2csc(C(O)(c3ccccc3)C(F)(F)F)n2)cc1C (stereo unspecified),.,1.7,.,.,0.0,.,0.3,26.2,.
COc1ccc(-c2nc(C#N)c(N3CCC(C(N)=O)CC3)o2)cc1OC,-8.0,-4.5,-0.4,-0.4,9.9,-9.3,-0.3,10.1,-1.1
O=C(N/N=C/c1ccc(Cl)c([N+](=O)[O-])c1)c1cc(-c2ccccc2)nc2ccccc12,-23.1,-10.2,-4.0,0.5,10.5,15.1,0.3,-2.2,0.2
CCC1CCCCN1CCCNC(=O)CCCNC(=O)Cn1cnc2sc3c(c2c1=O)CCCC3 (stereo unspecified),-2.6,-2.8,-7.8,-0.1,-9.4,-3.3,-0.4,-21.8,-0.4
CC(=O)Nc1cc(C(=O)N2CCOCC2)ccc1S(=O)(=O)c1ccc(C)cc1,-3.0,-13.1,-11.1,0.0,20.4,-3.5,0.9,0.0,-0.1
CCn1c(SCC(=O)N2CCCCC2C)nc2c1c(=O)n(C)c(=O)n2C (stereo unspecified),-3.5,-13.3,-8.3,2.3,-2.8,4.3,0.5,3.1,2.1
CC(=N\Nc1ccc(Cl)cc1)/C(=N/O)C(=O)Nc1ccccc1,-4.0,11.3,-6.2,1.5,-6.9,-8.1,0.3,0.4,5.0
